Compound activity from PubChem BioAssay.
PABP1 MLLE inh: inhibitors of microRNA-mediated deadenylation, human PABP1 MLLE binding | P11940 | GST-MLLE / FITC-PAM2 fluorescence polarization | inhibition, % at 20 µM | actives 0.36% (n = 360,000) | AID 588489; in the data active = inhibition above about 35%, passing the limit was not always enough;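 note: plate controls were DMSO wells with GST-MLLE for no effect and wells lacking GST-MLLE protein for full effect; some results filed as inactive read as strong as hits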
MT1-MMP act inh: inhibitors of human MT1-MMP activation; P50281; HT1080 RFP-PRO-GFP cells, GFP/RFP ratio fluorescence, overnight; percent of plate control window, DMSO zero; GFP/RFP ratio change, % at 20 µM; actives 0.061% (n = 360,000);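 active = GFP/RFP ratio change of at least 30% with cell ATP level not reduced by more than half and red fluorescence within 50% of control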; note: strong numbers were not always called active
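Compound: 20 µM single dose, 1% DMSO / System: HT1080 RFP-PRO-GFP cells / Controls: DMSO and RFP-L50D-GFP cell wells / Read-out basis: GFP/RFP fluorescence ratio / Schedule: overnight compound exposure at 37 °C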
SKN-1 inh: blocks SKN-1 activity in C. elegans | C. elegans VP596 Pgst-4::GFP/RFP ratio, acrylamide-induced, 24 h | inhibition, % at 21.8 µM | actives 0.49% (n = 360,000) | AID 624304;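 active = interference check ratio from 0.5 to 1.5 plus GFP to RFP signal ratio inhibition reaching or exceeding a fixed threshold, cut at about 30% in these data, passing the limit was not always enough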; note: some compounds called inactive have numbers as strong as hits
CSN inh: blocks human CSN-mediated cullin deneddylation. Q92905. Purified CSN, SCF-Nedd8-OG deneddylation, fluorescence polarization. inhibition, % at 12.5 µM. actives 0.38% (n = 360,000). AID 651999;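 active = pattern-corrected inhibition above about 35%, with an unprinted fluorescence ratio check between 0.5 and 1.5, limit read from the data, passing the limit was not always enough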;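 note: 0% = enzyme with substrate and 100% = substrate without enzyme; some results filed as inactive read as strong as hits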
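Detection – fluorescence polarization · System – HEK293T-derived human Csn5 enzyme · Controls – substrate-only high control, full reaction low control · Timing – 90 min, room temperature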
Rin1 Abl inh: blocks binding of human Rin1 to Abl. P00519+Q13671. TR-FRET Rin1/Abl binding, biochemical. inhibition, % at 7.35 µM. actives 0.4% (n = 360,000). AID 588664; in the data active = inhibition above about 5%, passing the limit was not always enough
Rpn11 inh: blocks the human proteasome subunit Rpn11; O00487; human 26S proteasome, Ub4-pepOG fluorescence polarization; 20S core pre-blocked with epoxomicin; calls only at 20 µM; actives 0.59% (n = 360,000);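 active = inhibition at 20 µM, scaled to each plate's controls, above about 33%, limit read from the data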
Neddylation inh: inhibitors of human cullin neddylation; AID 651699; P61081+Q13564; TR-FRET cullin neddylation, biochemical; actives 0.58% (n = 360,000); calls only at 25 µM; in the data active = inhibition above about 36%
NadD inh: blocks S. aureus nicotinate mononucleotide adenylyltransferase | purified NadD enzyme, colorimetric absorbance read-out | inhibition, % at 20 µM | actives 0.78% (n = 360,000) | AID 602399; in the data active = inhibition above about 26%; note: some compounds past the cut are filed as inactive
FAS-TE inh: inhibitors of human fatty acid synthase thioesterase domain; recombinant FAS-TE, OMFH fluorogenic substrate, fluorescence endpoint; inhibition, % at 15 µM; actives 0.67% (n = 360,000);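 active = compounds whose normalised, plate-corrected inhibition of enzyme fluorescence in the single-dose primary screen is 50% or more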;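 note: 0% = DMSO with enzyme and 100% = substrate without enzyme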
Numbers without * were called inactive; i = inactive; / = not tested or not shown.

SMILES | PABP1 MLLE inh | MT1-MMP act inh | SKN-1 inh | CSN inh | Rin1 Abl inh | Rpn11 inh | Neddylation inh | NadD inh | FAS-TE inh
O=C(COC(=O)c1cccnc1Nc1cccc(C(F)(F)F)c1)NCCN1C(=O)CSC1=O | -1 | -2 | -2 | 3 | 1 | i | i | 1 | -2
COCC(=O)Nc1ccc2c(c1)OCO2 | -10 | -2 | 7 | 5 | 4 | i | i | -9 | -8
Cc1cc(C)c2c(C(C)(C)C)nn(-c3ccccc3)c2n1 | -15 | 0 | 8 | 2 | -1 | i | i | 3 | 16
CCOC(=O)c1[nH]c(C)c(C(=O)OCC(=O)NCc2ccc(OC)cc2)c1C | 1 | -4 | 5 | 2 | 1 | i | i | -4 | -8
Cc1cccc(NC(=O)C2CCCN(S(=O)(=O)c3cccs3)C2)c1C (stereo not given) | -12 | 0 | 1 | 3 | 3 | i | i | -2 | 1
COc1ccccc1-c1oc2ccccc2c1C#CCO | -7 | -5 | 9 | 3 | 0 | i | i | 2 | -8
Cc1cccc(NS(=O)(=O)c2c(C)nc3scc(C)n3c2=O)c1 | -1 | -1 | 0 | 5 | 2 | i | i | -4 | 1
Nc1nnn(-c2ccccc2)c1-c1ccccc1 | 18 | 6 | -2 | 2 | -1 | i | i | -5 | -5
Cc1c(C(=O)OCC(C)C)[nH]c2c1C(=O)CC(c1cccs1)C2 (stereo not given) | -1 | 5 | 21 | 1 | 3 | i | i | 1 | -1
COc1cc(/C=N/Nc2nc3ccccc3s2)ccc1O | 10 | 4 | 0 | -3 | -4 | i | i | -6 | 9
Cc1ccc(N(CC(=O)NC(C)(C)C)C(=O)CNC(=O)c2cccs2)cc1C | 6 | 1 | 2 | -2 | 3 | i | i | -8 | -3
FC(F)(F)c1cccc(NC(=S)NCc2ccccc2)c1 | 5 | -2 | 4 | -1 | 0 | i | i | -1 | 30
CC12C=CC3(CN(Cc4ccccc4)C(=O)C3C1C(=O)NCc1ccco1)O2 (stereo not given) | 2 | -4 | 6 | 0 | -2 | i | i | 4 | -5
CCOc1ccc(S(=O)(=O)n2c([N+](=O)[O-])cnc2C)c(C)c1C | 1 | -1 | 9 | 2 | -4 | i | i | 0 | -6
COc1ccc2c(c1OC)C(=O)N(c1cccc(C)c1)C2=O | 7 | -5 | -21 | -2 | 0 | i | i | -3 | -5
O=C(COc1cccc(Cl)c1)NCC(c1cccs1)N1CCOCC1 (stereo not given) | 4 | 1 | 6 | -5 | -2 | i | i | -6 | 0
O=C1C=C(c2ccc(Br)c3ccccc23)C[C@@H](c2ccc3c(c2)OCO3)C1 | -4 | 2 | 6 | 4 | -2 | i | i | -2 | 26
Cc1nc(SCC(=O)NC2CCCC2)c2oc3ccccc3c2n1 | 11 | 4 | 18 | -1 | -10 | i | i | 0 | -1
COc1ccc(C2=NN(C(=O)CCCC(=O)O)C(c3cn(-c4ccccc4)nc3-c3ccccc3)C2)cc1 (stereo not given) | -7 | 15 | 9 | 18 | -1 | i | i | 13 | 0
Cc1cccn2c(=O)c3cc(C(N)=S)c(=N)n(CCCOC(C)C)c3nc12 | -33 | -17 | 9 | 8 | 0 | i | / | 52* | -15
COc1ccc(-c2nc(N)nc(N)n2)c(O)c1 | -2 | -3 | -19 | -3 | -4 | i | i | -3 | -14
CCC(=O)N1CCn2c1nc1ccccc12 | -10 | 4 | 4 | 0 | -4 | i | i | 4 | -9
CCn1c(CN2CCC(C)CC2)nc2cc(S(=O)(=O)N3CCCCC3)ccc21 | 5 | 0 | -7 | -2 | -1 | i | i | -1 | 10
CCOC(=O)[C@H]1[C@H]2COc3ccc(Br)cc3[C@@H]2N2C(=O)c3cc(F)c(F)cc3NC(=O)[C@@]12C | 4 | -19 | 7 | -1 | 2 | i | i | 6 | 41
Cc1cn(C(=O)c2cccc(Br)c2)c(C)n1 | 11 | 6 | -18 | -1 | -1 | i | i | -7 | -4

Single records (already shown):
Cc1cccn2c(=O)c3cc(C(N)=S)c(=N)n(CCCOC(C)C)c3nc12 in the list: PABP1 MLLE inh = -33; MT1-MMP act inh = -17; SKN-1 inh = 9; CSN inh = 8; Rin1 Abl inh = 0; Rpn11 inh = i; Neddylation inh = /; NadD inh = 52*; FAS-TE inh = -15
CCOC(=O)c1[nH]c(C)c(C(=O)OCC(=O)NCc2ccc(OC)cc2)c1C in the list: PABP1 MLLE inh = 1; MT1-MMP act inh = -4; SKN-1 inh = 5; CSN inh = 2; Rin1 Abl inh = 1; Rpn11 inh = i; Neddylation inh = i; NadD inh = -4; FAS-TE inh = -8

Following part:
SMILES | PABP1 MLLE inh | MT1-MMP act inh | SKN-1 inh | CSN inh | Rin1 Abl inh | Rpn11 inh | Neddylation inh | NadD inh | FAS-TE inh
COc1ccc(C2(C(=O)Nc3ccc(C)cc3)CCOCC2)cc1 | -4 | -3 | 8 | 4 | -2 | i | i | 0 | -8
O=C(Nc1ccc(S(=O)(=O)NCCc2ccccc2)cc1)c1ccncc1 | 6 | -6 | 10 | 2 | -2 | i | i | -3 | -3
COc1cc(Nc2cc(C)nc3ncnn23)cc(OC)c1OC | 9 | 7 | -2 | -2 | 0 | i | i | 3 | 3
CN(C)Cc1cc(CN(C)C)c(O)c(CCc2ccccc2)n1 | 4 | 0 | 27 | 0 | -1 | i | i | -7 | -7
CC(=O)NC(=S)Nc1cc(C(=O)O)ccc1Cl | 19 | 0 | 3 | 2 | 2 | i | i | -4 | -5
Cc1nn(Cc2ccc(Cl)cc2)c2sc(C(=O)OCC(N)=O)cc12 | 6 | 4 | -11 | -2 | 4 | i | i | -3 | 2
COc1ccc(NS(=O)(=O)c2cc(NC(=O)c3ccccn3)ccc2OC)cc1Br | 7 | 6 | 1 | -3 | 1 | i | i | 3 | 37
Cc1onc(-c2ccccc2)c1C(=O)n1cccn1 | 2 | 2 | 2 | -7 | -1 | i | i | 1 | -1
CCN(C(=O)c1cc2c(=O)n3cccc(C)c3nc2s1)C1CCCCC1 | 1 | -3 | 5 | -1 | 2 | i | / | -2 | 12
Cc1nn(-c2cc(N3CCOCC3)ccc2[N+](=O)[O-])c(=O)c2ccccc12 | 10 | -5 | 16 | 6 | -3 | i | i | 2 | -2
CCOCCCNC(=S)N1CCC(C(=O)c2ccc3c(c2)OCCO3)CC1 | -126 | -1 | -5 | 1 | 1 | i | i | -5 | -29
O=C(CCc1nnc2ccc(NCCCN3CCCC3=O)nn12)NCc1ccccc1Cl | -2 | 5 | 7 | 2 | -2 | i | i | 0 | -2
CC(=O)Nc1ccc(NC(=O)CN(c2ccc(C34CC5CC(CC(C5)C3)C4)cc2)S(C)(=O)=O)cc1 | -21 | 12 | 10 | 3 | 5 | i | i | 3 | 6
CCn1nnnc1NCc1cccc(Cl)c1 | 11 | 1 | -6 | -8 | -4 | i | i | 1 | -1
CN(Cc1ccccc1)C1CCNCC1 | 6 | -1 | 11 | -3 | 3 | i | i | -5 | -2
OCC1(Cc2ccc(F)cc2)CCCN(Cc2ccc(F)cc2Cl)C1 (stereo not given) | 2 | -4 | -11 | 2 | 0 | i | i | -7 | 21
COc1cccc(C2/C(=C(/O)c3ccccc3)C(=O)C(=O)N2CCCC(=O)O)c1 (stereo not given) | 8 | 1 | 1 | -3 | 1 | i | i | -11 | -5
O=C(OCC(=O)c1cccc2ccccc12)c1ccc(CO)cc1 | 20 | 1 | -4 | -1 | -6 | i | i | -8 | 11
COc1ccc(NC(C)(C)c2nnnn2-c2c(C)cccc2C)cc1 | -10 | 1 | 1 | 0 | 2 | i | i | -3 | 4
Cn1c(=O)c2c(nc(Br)n2CCSc2nc3ccccc3o2)n(C)c1=O | -10 | 6 | -5 | -1 | -2 | i | i | -6 | -7
O=C(CC1C(=O)NCCN1C(=O)Nc1ccccc1)Nc1cccc(C(F)(F)F)c1 (stereo not given) | -11 | -5 | 20 | -2 | 0 | i | i | -1 | 2
Cc1ccc(-n2ncc3c2CCCC3NC(=O)CCCN2CCCC2=O)cc1C (stereo not given) | 7 | 3 | 4 | 2 | -3 | i | i | -2 | -7
Cc1onc(-c2ccccc2Cl)c1C(=O)N(C)Cc1ccccc1 | -20 | -3 | -2 | 3 | 1 | i | i | -9 | -3
O=C(CCn1c2c(c3ccccc31)CCCC2)NNC(=O)c1ccc(Cl)c([N+](=O)[O-])c1 | -4 | 2 | 1 | -1 | 1 | i | i | 15 | 26
COc1ccc(N2CCN(C(=O)c3cccc(S(=O)(=O)N4CCc5ccccc54)c3)CC2)cc1 | 18 | -6 | -8 | 1 | 4 | i | i | 2 | 19
Next compounds follow.
SMILES | PABP1 MLLE inh | MT1-MMP act inh | SKN-1 inh | CSN inh | Rin1 Abl inh | Rpn11 inh | Neddylation inh | NadD inh | FAS-TE inh
OC1NC(=S)N(c2ccccc2)C1O (stereo not given) | -16 | 6 | 13 | 2 | 3 | i | i | 1 | -2
Cc1cc(N/N=C/c2ccc3c(c2)OCO3)nc2ccccc12 | -2 | 0 | -2 | 2 | -1 | i | i | -2 | 3
CCN(CC)S(=O)(=O)c1ccc(N2CCOCC2)c(NC(=O)CSCc2c(C)noc2C)c1 | 14 | 0 | 23 | -10 | 2 | i | i | 5 | -2
COc1cccc(C(=O)Nc2nc3ccccc3s2)c1 | -8 | 0 | 21 | 5 | -2 | i | i | 2 | 8
O=C(c1csc(Nc2cccc3ccccc23)n1)N1CCCC1 | -15 | 7 | 17 | 5 | -7 | i | i | -2 | 1
COc1ccccc1CNC(=O)c1ccc(CS(=O)(=O)c2ccccc2C)o1 | 8 | -6 | 25 | 4 | 2 | i | i | -2 | -2
COc1cc(-c2noc(CCCC(=O)NC3CCCCC3)n2)cc(OC)c1OC | -13 | 5 | -24 | -1 | 1 | i | i | -6 | -4
CCN(CC)CCNC(=O)CNC(=O)c1nn(-c2ccc(OC)cc2OC)c(=O)c2ccccc12 | 9 | 0 | -5 | 2 | 0 | i | i | -7 | -7
Cc1cc[n+](-c2nc3ccccc3nc2C(=C=[N-])C#N)cc1 | -13 | -6 | -8 | 35 | -12 | i | i | 5 | -1
COc1ccccc1CNC(=O)c1cccc(S(=O)(=O)N2CCCC2)c1 | 4 | 3 | 0 | -2 | -4 | i | i | -8 | 0
Cn1c(=O)c2cc(S(=O)(=O)NCCC(=O)Nc3ccc(F)cc3F)ccc2n(C)c1=O | 3 | 0 | 5 | 2 | 3 | i | i | -9 | -1
O=C(c1cc([N+](=O)[O-])cc([N+](=O)[O-])c1)N1CCN(C(=O)c2ccco2)CC1 | 7 | 1 | 8 | -2 | 1 | i | i | -3 | 0
CCC1Oc2ccccc2N(CC(=O)NCCCN2CCN(c3ccc(OC)cc3)CC2)C1=O (stereo not given) | -13 | 2 | 11 | 1 | 0 | i | i | -12 | -4
COc1ccc(-c2nn3c(C4CCCCC4)nnc3s2)cc1OC | 34 | -4 | -7 | 4 | -3 | i | i | -1 | -2
CCSc1nnc(NC(=O)CSc2nc3c(cc2C#N)CCCC3)s1 | 0 | 1 | 12 | -3 | -1 | i | i | 6 | 4
CC(=O)Nc1ccc(CN2CCc3c([nH]c4ccccc34)C2C(C)(C)C)cc1 (stereo not given) | -27 | -2 | 8 | 2 | 0 | i | i | 0 | 14
CCCS(=O)(=O)N1CCN(C(=O)COc2ccc(-c3ccccc3)cc2)CC1 | 4 | -1 | -9 | 1 | 5 | i | i | -1 | 0

A run of entries from further up:
SMILES | PABP1 MLLE inh | MT1-MMP act inh | SKN-1 inh | CSN inh | Rin1 Abl inh | Rpn11 inh | Neddylation inh | NadD inh | FAS-TE inh
OC1NC(=S)N(c2ccccc2)C1O (stereo not given) | -16 | 6 | 13 | 2 | 3 | i | i | 1 | -2
Cc1cc(N/N=C/c2ccc3c(c2)OCO3)nc2ccccc12 | -2 | 0 | -2 | 2 | -1 | i | i | -2 | 3
